MC4R ag barr = agonists of human melanocortin 4 receptor (MC4R) beta-arrestin. U2OS MC4R beta-arrestin complementation, luminescence; percent of melanotan II response, DMSO zero. 0.98% of 360,000 active. activation, % at 8.9 µM. P32245;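 active means activation above a per-plate cutoff, the mean activation of sample wells on that plate plus 3 SD, cut at about 8% in these data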
Target sequence (P32245 whole entry, looked up): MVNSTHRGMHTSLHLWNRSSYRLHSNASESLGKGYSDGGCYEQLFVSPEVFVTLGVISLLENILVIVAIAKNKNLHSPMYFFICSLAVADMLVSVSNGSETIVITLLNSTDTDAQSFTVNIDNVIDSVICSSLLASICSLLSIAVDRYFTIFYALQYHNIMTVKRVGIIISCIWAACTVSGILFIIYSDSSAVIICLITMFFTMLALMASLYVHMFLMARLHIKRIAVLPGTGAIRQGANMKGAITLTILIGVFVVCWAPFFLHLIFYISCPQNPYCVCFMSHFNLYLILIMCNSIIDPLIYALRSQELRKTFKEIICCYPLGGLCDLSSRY
NOD2 RIPK2 PPI = NOD2-RIPK2 protein interaction inhibition. O43353. CHO BLA complementation NOD2-RIPK2, CCF4 ratio. inhibition, % at 4.98 µM. 0.38% of 360,000 active; in the data active means inhibition above about 21%;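 further: 0% = vehicle only and 100% = reference blocker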
Target sequence (O43353 whole entry, looked up): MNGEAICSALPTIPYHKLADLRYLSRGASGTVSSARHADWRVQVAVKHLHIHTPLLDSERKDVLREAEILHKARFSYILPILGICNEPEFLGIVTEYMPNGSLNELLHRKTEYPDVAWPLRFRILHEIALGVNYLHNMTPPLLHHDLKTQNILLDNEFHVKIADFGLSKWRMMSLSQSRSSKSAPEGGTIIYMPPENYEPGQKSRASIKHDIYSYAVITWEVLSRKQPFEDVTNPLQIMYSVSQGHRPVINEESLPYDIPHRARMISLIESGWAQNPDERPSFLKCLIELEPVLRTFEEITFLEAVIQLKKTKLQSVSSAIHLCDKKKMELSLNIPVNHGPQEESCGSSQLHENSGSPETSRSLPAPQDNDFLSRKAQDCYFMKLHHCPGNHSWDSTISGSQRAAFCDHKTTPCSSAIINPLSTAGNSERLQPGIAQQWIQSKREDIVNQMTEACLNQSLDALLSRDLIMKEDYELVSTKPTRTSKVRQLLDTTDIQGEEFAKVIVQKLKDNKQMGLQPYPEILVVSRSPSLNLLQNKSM
HTR2A ag = mouse HTR2A agonism via beta-arrestin recruitment. P35363. CHO-K1 mHTR2A beta-arrestin complementation, luminescence; percent of 30 µM serotonin response. activation, % at 7.6 µM. 0.66% of 360,000 active;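 active means activation above a run cutoff, the mean activation of all tested compounds plus 3 SD, cut at about 14% in these data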;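 further: 0% = plate median of compound wells and 100% = 30 µM serotonin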
TLR9-MyD88 inh = inhibitors of human TLR9-MyD88 binding; Q9NR96+Q99836; CHO BLA complementation TLR9-MyD88, CCF4 FRET ratio; 0.21% of 340,000 active; inhibition, % at 4.98 µM;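 active means inhibition above the mean over all tested compounds plus 3 SD, cut at about 21% in these data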;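 further: 0% = DMSO only wells and 100% = clavulanate BLA inhibitor control wells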
MC4R antag cAMP = antagonists of human melanocortin 4 receptor (MC4R) | P32245 | MC4R-expressing cells, MTII-stimulated cAMP, LANCE TR-FRET | inhibition, % at 6.5 µM | 0.48% of 360,000 active;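 active means inhibition above its plate's cutoff, the mean of tested wells on that plate plus 3 SD, cut at about 29% in these data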;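 further: 0% = Melanotan II alone and 100% = Melanotan II plus saturating MCL0020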
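system = U2OS cells with stable human MC4R expression | also added = Melanotan II challenge after compound preincubation | dosing = one concentration, 6.5 µM nominal | incubation = compound 30 min, challenge 1 h, detection 1 h | measured by = TR-FRET with Eu-cAMP and labeled anti-cAMP, 671 nm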
N-glyco inh = N-linked glycosylation inhibition. D54 ERlucT glycosylation luciferase reporter, 24 h; percent of 100 nM tunicamycin response. reporter increase, % at 12.5 µM. 0.23% of 360,000 active;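 active means mean luciferase reporter signal, scaled so untreated is 0 and the glycosylation-blocking control 100, at or above a set limit in every replicate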;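 further: luciferase carries N-glycosylation sites so blocking glycosylation raises the light; 0% = median of neutral control wells and 100% = median of 100 nM tunicamycin wells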
H9c2 protect = protects H9c2 cardiomyocytes from peroxide injury; protection from H2O2 cell death, % at 20 µM; H2O2 injury protection, ATPLite, 2 h; 0.63% of 360,000 active;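 active means compounds giving at least 50% protection of heart cells from peroxide-induced death in the single-dose screen, raw or plate-pattern-corrected value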;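 further: 0% = DMSO wells with peroxide and 100% = DMSO wells without peroxide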
ABCB6 inh 2 = inhibitors of human ABC transporter ABCB6; Q9NP58; K562-ABCB6 porphyrin accumulation, flow cytometry, 1 h; stronger effect = lower value; fluorescence ratio to DMSO, % at 10 µM; 0.19% of 360,000 active; AID 602162;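 active means fluorescence ratio to DMSO below 75%, the collection mean minus 3 SD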;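 further: signal is porphyrin accumulated inside mitochondria; 100% equals median channel fluorescence of DMSO control wells; lower ratio means ABCB6 inhibition with less porphyrin fluorescence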
ABHD5-PLIN5 inh = inhibitors of human ABHD5-perilipin-5 interaction. Q00G26+Q8WTS1. Split G. princeps luciferase complementation, luminescence, 4 h. inhibition, % at 4 µM. 0.78% of 360,000 active. AID 602281;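 active means inhibition above the mean inhibition across every tested compound plus 3 SD, cut at about 22% in these data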;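 further: 0% = DMSO only wells and the 100% control is not disclosed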
NCOA2 inhibitor = inhibits human steroid receptor coactivator 2 | Q15596 | HEK293 GAL4-SRC2 luciferase reporter, luminescence | inhibition, % at 9 µM | 0.17% of 370,000 active;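 active means inhibition above the mean inhibition of all tested compounds plus 3 SD, set per campaign, cut at about 52% in these data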;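 further: 0% = DMSO treated cells and 100% = cells given Gossypol at 36 µM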
Numbers without * were called inactive; x = no result given. This is a subset, so the mix of outcomes need not match the whole.

SMILES | MC4R ag barr | NOD2 RIPK2 PPI | HTR2A ag | TLR9-MyD88 inh | MC4R antag cAMP | N-glyco inh | H9c2 protect | ABCB6 inh 2 | ABHD5-PLIN5 inh | NCOA2 inhibitor
CC(C)C(C(=O)Nc1ccc(S(=O)(=O)N2CCOCC2)cc1)N1C(=O)c2ccccc2C1=O (configuration not stated) | 2.7 | -3 | 7 | -2 | 6 | 0 | -6 | 96 | -6 | -5
Cc1oc(-c2ccccc2)nc1CS(=O)CC(=O)N1CCc2ccccc2C1 (configuration not stated) | -1.1 | -7 | -1 | -4 | 3 | -6 | 8 | 100 | 0 | -35
COc1ccc(O)c(-c2nc(N)nc(N)n2)c1 | -1.9 | 2 | -6 | 0 | 3 | -3 | 0 | 98 | 4 | 5
O=C(Nc1ccc(Cc2ccncc2)cc1)c1cccc([N+](=O)[O-])c1 | -4.1 | -2 | -7 | -9 | 0 | -4 | -6 | 94 | 0 | -23
O=S(=O)(c1ccc2nc(Cc3cccc(C(F)(F)F)c3)[nH]c2c1)N1CCOCC1 | 1.8 | -8 | 6 | 1 | 14 | 2 | 6 | 95 | 0 | -8
O=c1c2c(nc3c(-c4ccccc4)c[nH]n13)CCCC2 | -0.3 | -5 | 13 | -4 | 10 | 8 | 12 | 108 | 8 | 9
CCN1CCN(c2ccc(NC(=O)c3ccco3)cc2Cl)CC1 | -1.9 | -3 | -1 | -8 | -1 | -2 | 14 | 79 | -4 | -48
COc1ccc(Cn2cc(C(=O)c3ccccc3)c(=O)c3cc(OC)ccc32)cc1 | 0.0 | -2 | 1 | -6 | 11 | 2 | 12 | 101 | 2 | 1
Cc1ccccc1N(CC(=O)NCCc1ccccc1)C(=O)c1ccc(N2CCCC2)nc1 | -0.3 | 5 | -4 | 3 | 15 | -2 | -8 | 91 | 7 | -2
Cn1c(=O)c2c(nc(Br)n2CCSc2nc3ccccc3o2)n(C)c1=O | -1.7 | -1 | 1 | 7 | 15 | 1 | -1 | 93 | -3 | -14
Cc1ccc(-c2cn(S(=O)(=O)c3cccc([N+](=O)[O-])c3)nc2N)cc1 | -1.3 | -5 | -4 | 2 | 4 | -3 | -19 | 102 | 1 | 15
COC(=O)c1ccc(NC(=O)C(=O)N2CCCC2)cc1 | -7.4 | 1 | 1 | 3 | -1 | -6 | -8 | 98 | 2 | -39
C/C(=N\NC(=O)c1nnn(-c2nonc2N)c1CN(C)c1ccccc1)c1cccs1 | -1.9 | -5 | 4 | -10 | 7 | 1 | 1 | 97 | 0 | -35
Cc1nc(SCc2ccc(O)c([N+](=O)[O-])c2)n[nH]1 | 0.0 | -13 | 3 | -3 | 10 | 0 | 10 | 100 | -2 | -21
CC(C)[C@H](NC(=O)c1ccccc1)C(=O)OCC(=O)NCC1CCCO1 (some centres not stated) | -3.2 | 2 | 6 | -2 | -2 | 0 | -1 | 97 | -9 | 11
COc1ccccc1-n1cnnc1SCC(=O)Nc1cc(C(C)(C)C)nn1-c1ccccc1 | -1.4 | -8 | -3 | 7 | -7 | 0 | -5 | 89 | 0 | 20
CCOC(=O)c1ccc(NC(=O)c2cc(C)nn2-c2ccccc2)cc1 | 0.4 | -8 | -2 | 0 | 8 | 2 | 3 | 99 | 5 | -31
CCN(CC)S(=O)(=O)c1ccc(NCc2ccccn2)nc1 | 1.1 | 0 | -4 | 13 | 16 | 0 | 1 | 89 | 6 | -17
COc1ccc(NC(=O)NCC(C)CSc2ccc(C)cc2)c(OC)c1 (configuration not stated) | -0.2 | 2 | 3 | 6 | 7 | 0 | -3 | 100 | -2 | -31
Cn1cccc1/C=N/n1c(-c2ccccc2)n[nH]c1=S | 0.1 | -25 | 3 | 12 | -2 | 0 | -3 | 115 | 3 | 5
CN1CCc2c(sc(NC(=O)C3CCN(S(=O)(=O)c4cccs4)CC3)c2C(N)=O)C1 | -1.7 | 14 | -1 | 10 | 4 | 1 | -1 | 100 | 5 | -4
CCOC1=C2CN(S(=O)(=O)c3ccccc3)[C@H](c3ccccc3)C[C@H]2n2c(=O)n(-c3ccccc3)c(=O)n2C1 | x | -14 | -2 | x | x | -3 | 4 | 97 | 6 | -14
O=C(CN(CC1CCCO1)C(=O)CNS(=O)(=O)c1ccc(Cl)cc1)NC1CCCCC1 (configuration not stated) | -1.3 | 4 | 1 | 3 | 22 | 1 | -2 | 98 | -2 | -2
COc1ccc(NC(=O)c2cc(-c3ccco3)nc3ccccc23)cn1 | 0.1 | -5 | 3 | -20 | 1 | 0 | 6 | 90 | 10 | -5
Cc1n[nH]c2ccc([N+](=O)[O-])cc2c1=O | -2.7 | -3 | 1 | 0 | 5 | 2 | -1 | 96 | -4 | -5

Shown with values under each structure: entries from further up.
Values in the order: MC4R ag barr, NOD2 RIPK2 PPI, HTR2A ag, TLR9-MyD88 inh, MC4R antag cAMP, N-glyco inh, H9c2 protect, ABCB6 inh 2, ABHD5-PLIN5 inh, NCOA2 inhibitor
> Cc1nc(SCc2ccc(O)c([N+](=O)[O-])c2)n[nH]1
  0.0, -13, 3, -3, 10, 0, 10, 100, -2, -21
> CC(C)[C@H](NC(=O)c1ccccc1)C(=O)OCC(=O)NCC1CCCO1 (some centres not stated)
  -3.2, 2, 6, -2, -2, 0, -1, 97, -9, 11
> COc1ccccc1-n1cnnc1SCC(=O)Nc1cc(C(C)(C)C)nn1-c1ccccc1
  -1.4, -8, -3, 7, -7, 0, -5, 89, 0, 20
> CCOC(=O)c1ccc(NC(=O)c2cc(C)nn2-c2ccccc2)cc1
  0.4, -8, -2, 0, 8, 2, 3, 99, 5, -31
> CCN(CC)S(=O)(=O)c1ccc(NCc2ccccn2)nc1
  1.1, 0, -4, 13, 16, 0, 1, 89, 6, -17
> COc1ccc(NC(=O)NCC(C)CSc2ccc(C)cc2)c(OC)c1 (configuration not stated)
  -0.2, 2, 3, 6, 7, 0, -3, 100, -2, -31
> Cn1cccc1/C=N/n1c(-c2ccccc2)n[nH]c1=S
  0.1, -25, 3, 12, -2, 0, -3, 115, 3, 5
> CN1CCc2c(sc(NC(=O)C3CCN(S(=O)(=O)c4cccs4)CC3)c2C(N)=O)C1
  -1.7, 14, -1, 10, 4, 1, -1, 100, 5, -4
> CCOC1=C2CN(S(=O)(=O)c3ccccc3)[C@H](c3ccccc3)C[C@H]2n2c(=O)n(-c3ccccc3)c(=O)n2C1
  x, -14, -2, x, x, -3, 4, 97, 6, -14

Other results.
SMILES | MC4R ag barr | NOD2 RIPK2 PPI | HTR2A ag | TLR9-MyD88 inh | MC4R antag cAMP | N-glyco inh | H9c2 protect | ABCB6 inh 2 | ABHD5-PLIN5 inh | NCOA2 inhibitor
O=C(O)c1ccc(Cl)c(S(=O)(=O)N(Cc2ccccc2)c2ccc(Cl)cc2)c1 | 2.0 | 4 | -5 | -11 | 22 | 0 | -3 | 98 | 12 | -6
COc1ccc(OC)c(CNC(=O)C2CCCN(c3nc4ccccc4o3)C2)c1 (configuration not stated) | -0.7 | 1 | 2 | -1 | 6 | 2 | 3 | 96 | 4 | -14
COCC(C)N1CCC(Oc2ccc(C(=O)NCc3ccccn3)cc2)CC1 (configuration not stated) | -0.5 | -11 | -5 | 0 | 1 | 2 | 4 | 98 | 1 | 9
Cc1cc(C)nc(SCC(=O)NCc2ccco2)n1 | -1.0 | 2 | 0 | -3 | 15 | 0 | 0 | 93 | 9 | -41
O=C(CSc1cn(CCNC(=O)c2ccccc2)c2ccccc12)NCc1ccco1 | 2.0 | -1 | 1 | -9 | 5 | -5 | -6 | 96 | 7 | -1
O=C(COC(=O)Cn1[nH]c(=O)c2ccccc2c1=O)Nc1ncc(Cl)cc1Cl | 0.8 | -18 | 4 | 4 | 3 | 1 | 80* | 100 | -8 | 2
CC1CCCC(NC(=O)COc2ncnc3ccccc23)C1C (configuration not stated) | -3.5 | 9 | 1 | 2 | 6 | 1 | 3 | 86 | -5 | 5
O=[N+]([O-])c1ccc(CN2CC(N3CCN(CCO)CC3)CS2(=O)=O)cc1 (configuration not stated) | -0.4 | 4 | -2 | -2 | 14 | 3 | 4 | 100 | 1 | 9
O=C(COC(=O)c1ccc(O)cc1)NCCCc1ccccc1 | -0.7 | 0 | -6 | -1 | 0 | 3 | -8 | 101 | -2 | -6
CCN(c1ccccc1)S(=O)(=O)c1ccc(C(=O)Nc2ncccc2C)cc1 | -1.5 | -13 | -10 | 7 | 2 | 0 | -4 | 96 | -5 | -5
Cc1ccc(S(=O)(=O)N(C)C)cc1NC(=O)c1ccc(OC(F)(F)F)cc1 | 1.2 | -3 | -2 | -9 | 5 | 1 | -13 | 100 | -3 | 7
O=C(CSc1nc(=O)n2ccccc2n1)Nc1ccc2c(c1)OCO2 | -1.6 | -8 | -5 | 3 | 6 | 2 | -2 | 101 | -15 | -5
CC(C)Oc1ccc(C(=O)NCCNC(=O)c2ccco2)cc1 | -1.0 | 5 | 9 | -8 | 8 | -1 | -2 | 100 | -7 | -8
Cc1ccc(NC(=O)c2cnccn2)c(C)c1 | 0.5 | -7 | -2 | -4 | -1 | 2 | -1 | 98 | 0 | -21
Cn1ncc([N+](=O)[O-])c1C(=O)Nc1cc(Cl)ccc1Cl | -2.4 | -7 | -7 | -12 | 4 | 0 | 4 | 101 | 7 | 5
C[C@@H]1CN([C@H](C)CO)C(=O)CCCn2nncc2CO[C@H]1CN(C)C(=O)CCC(F)(F)F | -0.9 | -16 | 3 | 4 | 0 | 1 | 0 | 94 | 0 | 12
Cc1cc(C)c2c(N)c(C(=O)NN3CC(=O)N(c4cccc(Cl)c4)CC3=O)sc2n1 | -3.9 | -4 | 1 | -1 | 18 | 0 | 4 | 98 | -6 | -26
CCOc1cc(/C=N\NC(=O)c2ccc(NC(=O)C(C)(C)C)cc2)ccc1OC(=O)c1cccc(C)c1 | 18* | -13 | -1 | -2 | 4 | -3 | 66* | 84 | 2 | 0
CCOC(=O)[C@H]1[C@H]2COc3ccc(Br)cc3[C@@H]2N2C(=O)c3cc(F)c(F)cc3NC(=O)[C@@]12C | -1.6 | -5 | 0 | -5 | 5 | -4 | 32 | 101 | -9 | -32
Cc1ccc(C2CC(c3ccccc3Cl)n3nc(N)nc3N2)cc1 (configuration not stated) | 1.5 | 5 | -1 | -4 | 7 | 1 | -9 | 101 | 5 | -7
O=C(COC(=O)c1cccc(S(=O)(=O)N2CCOCC2)c1)Nc1ccc2c(c1)OCO2 | -1.6 | -12 | -3 | 0 | 5 | -1 | 3 | 100 | -3 | -6
COc1ccc(N2C(=O)C(F)(F)C2c2cccc(F)c2)cc1 (configuration not stated) | 0.9 | 1 | 6 | 9 | -5 | -1 | 1 | 97 | -5 | 8
COc1ccc(N(C(=O)CNC(=O)c2cccs2)C(C(=O)NCC2CCCO2)c2ccccc2)cc1 (configuration not stated) | 0.5 | -1 | 3 | 3 | 8 | 3 | 9 | 97 | 4 | 6

Screens deposited in PubChem BioAssay by several laboratories.
